ATXN viability: cell viability loss in ATXN counter-screen. hit rate 0.49% among 400,000. S2 cells (HEK-293 line with an ATXN2-luciferase reporter) viability, CellTiter-Fluor protease fluorescence, 24 h. Potency, µM (doses to about 56.7 µM), usual class: cytotoxic; note: potency is the fitted concentration of half-maximal effect; nearly all actives have a fitted effect of over 40% in size
ATXN2 expr inh: reduces ATXN2 reporter expression in HEK-293 cells; HEK-293 ATXN2-luciferase reporter, luminescence, 24 h; hit rate 0.72% among 360,000; Potency, µM (doses to about 57 µM), without a hit: at the highest dose activity change, negative = inhibition, usual class: inhibitors; note: potency is the fitted concentration of half-maximal effect; % is set by controls: 0 for no effect and ±100 for the full control effect; nearly all actives have a fitted effect of over 55% in size
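qHTS (up to 57 uM final) was run with 24 h compound exposure of reporter cells at 37 °C. Each well was multiplexed: SteadyGlo luminescence measured ATXN2-luciferase expression after a fluorogenic Gly-Phe-AFC viability readout (25 uM final).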
KB-3-1 tox: kills parental KB-3-1 adenocarcinoma cells; hit rate 1.4% among 400,000; KB-3-1 viability, CellTiter-Glo ATP luminescence, 72 h; AID 1347075; Potency, µM (top dose mostly 46.1 µM), for inactives: top-dose activity change, negative = cytotoxic, usual class: cytotoxic; note: potency is the fitted concentration of half-maximal effect; % is set by controls: 0 for no effect and ±100 for the full control effect; nearly all actives have a fitted effect of over 60% in size
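Parental KB-3-1 viability, qHTS format: 72 h compound exposure, 37 °C; CellTiter-Glo; media-only wells and DMSO plates as controls; concentration-effect fits on corrected data.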
HepG2 viability: counter-screen for TGF-b inhibitors: cytotoxicity in HepG2 cells | HepG2 CAGA-GFP viability, ATP luminescence, 18 h | Potency, µM (doses to about 46.1 µM), for the others: at the highest dose activity change, negative = cytotoxicity, actives largely listed as cytotoxic | hit rate 0.76% among 410,000 | AID 588856; note: potency is the fitted concentration of half-maximal effect; some results filed as inactive show a strong effect at the top dose
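HepG2 CAGA-GFP cells (1000/well, DMEM with 1% FBS) received compound, then TGF-beta at 500 pg/mL final, and were incubated 18 hours at 37 degrees C. Viability was read by CellTiter-Glo luminescence. Media-only wells were set as complete cell-killing and DMSO as no toxicity.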
SW480 rerep: DNA re-replication induction in SW480 cells | SW480 DNA re-replication, Hoechst DNA content imaging, 48 h | hit rate 1.8% among 340,000 | AID 624297 | Potency, µM (top dose mostly 46.1 µM), without a hit: at the highest dose re-replication activation, hits mostly activators; note: potency is the fitted concentration of half-maximal effect; % of control where 0% means no effect; nearly all actives have a fitted effect of over 55% in size
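Treated cells incubate 48 hr (37 C, 5% CO2), are stained 40 min with Hoechst, and nuclear fluorescence is enumerated; a rise in nuclei with high DNA signal marks re-replication.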
HT1080NT lethal: kills 2HG-producing HT-1080-NT fibrosarcoma cells. HT-1080-NT fibrosarcoma viability, CellTiter-Glo ATP luminescence, 48 h. Potency, µM (highest dose often 46.1 µM), for the others: at the top dose activity, negative = less viability, hits mostly cytotoxic. hit rate 1.6% among 360,000. AID 686970;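 note: NT is the 2HG producing partner of a matched IDH1 knockdown line; potency is the fitted concentration of half-maximal effect; 0% = DMSO-treated cells and -100% = media-only wells without cells; nearly all actives have a fitted effect of over 55% in size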
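Compounds were tested in concentration-response format on HT-1080-NT cells for 48 hours at 37 degrees C. Cell viability came from CellTiter-Glo luminescence; curves were classified by r2, response magnitude and activity.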
IL-1B inflam inh: blocks inflammasome-driven IL-1 beta release. activity change, % at 57.5 µM. THP-1 LPS/ATP IL-1B secretion, AlphaLISA, 16 h; hits give low values. hit rate 4.7% among 360,000. AID 743279; in the data active = activity change below about -50%; inconclusive = mostly about -30% to -49%; note: % is set by controls: 0 for no effect and ±100 for the full control effect
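Secreted IL-1B measured by AlphaLISA bead assay after 16 h compound exposure of THP-1 cells; compounds (final up to 57.5 uM) added 1 h before LPS (250 ng/mL) and ATP (1.25 mM) stimulation; lower signal means less secretion.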
HT1080 IDH1KD tx: kills HT-1080 cells with IDH1 knockdown. HT-1080 IDH1 knockdown viability, ATP luminescence, 48 h. Potency, µM (titrated, usually from 46.1 µM), inactives show at the top dose activity, negative = toxicity, most hits filed as cytotoxic. hit rate 2% among 360,000;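 note: potency is the fitted concentration of half-maximal effect; 0% = DMSO wells and -100% = cell-free medium wells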
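HT-1080-IDH1KD cells (IDH1 knocked down), 750/well in RPMI with 5% FBS, treated with compound 48 h at 37 degrees C. Viability by CellTiter-Glo luminescence, normalised to DMSO and no-cell wells; concentration-response curves classed.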
MCF10A rereplic: DNA re-replication induction in MCF 10a cells; MCF 10A DNA re-replication, Hoechst nuclear intensity, 48 h; Potency, µM (series often up to 46.1 µM), without a hit: at the highest dose activity, positive = re-replication, actives largely listed as activators; hit rate 2.9% among 350,000; note: potency is the fitted concentration of half-maximal effect; % of control where 0% means no effect; nearly all actives have a fitted effect of over 50% in size
The depositor's hits bear a star; i = inactive; ? = inconclusive; / = not tested or not shown; [ ] = remark or other dose. Unless noted, calls come from the whole dose curve; as a rule, active = well fitted curve in the direction sought with a large enough effect; inconclusive = small, poorly fitted or top-dose-only effect, or another doubt; inactive = no such curve, though single readings can be large; an effect the other way counts as inactive or inconclusive.

nr	mol	ATXN viability	ATXN2 expr inh	KB-3-1 tox	HepG2 viability	SW480 rerep	HT1080NT lethal	IL-1B inflam inh	HT1080 IDH1KD tx	MCF10A rereplic
1	COc1ccc2[nH]cc(C(O)CN3CCN(c4ccccc4F)CC3)c2c1 (stereo unspecified)	i	-34.3%	?	0.3%	-17.4%	-15.3%	/	-28.0%	-1.4%
2	CCOc1ccccc1NC(=O)c1c(NC(=O)C(C)Oc2cccc(Cl)c2)sc2c1CCCCC2 (stereo unspecified)	i	2.2%	15.0%	-1.7%	/	/	/	/	/
3	N#CCC(=O)N/N=C/c1ccc(OCc2ccccc2)cc1	i	-1.4%	1.9%	-14.0%	-4.1%	-6.9%	4.4	-4.0%	16.6%
4	Cc1ccc(N=Nc2c(C)[nH]n(C(N)=S)c2=O)cc1C	i	123.3%[activator]	-29.7%	-1.8%	?	-2.4%	10.4	0.5%	13.3%
5	COc1ccc(C(=O)Nc2ccc(-c3ccc(NC(=O)c4ccc(OC)cc4)c(OC)c3)cc2OC)cc1	i	-35.7%	-30.8%	-7.9%	-124.3%[inhibitor]	-3.0%	0.0	-4.2%	2.31µM*
6	COc1ccc(NC(=O)Cn2cccc2)c(OC)c1	i	22.8%	-1.7%	4.0%	-8.7%	10.9%	0.9	-5.3%	22.8%
7	CCN(C(=O)C1CCCN1S(=O)(=O)c1ccc2c(c1)n(C)c(=O)c(=O)n2C)c1ccccc1 (stereo unspecified)	i	?	-3.1%	-3.0%	-2.3%	-21.2%	2.7	-13.3%	1.8%
8	Cc1ccc(-c2onc3ccc(C=O)cc23)cc1	i	32.1%	-24.4%	-24.1%	?	-14.4%	-6.7	-18.4%	?
9	CC(C)CN(C(=O)CSc1nnc2c(Cl)cc(C(F)(F)F)cn12)C1CCS(=O)(=O)C1 (stereo unspecified)	i	6.7%	-1.3%	-1.3%	-4.0%	12.2%	0.0	20.5%	-2.0%
10	Brc1ccc(NC2=Nc3ccccc3CC2)cc1	i	54.0%[activator]	1.6%	-22.0%	?	0.7%	-7.8	-8.5%	?
11	CCOC(=O)c1ccccc1NC(=O)CN(c1ccccc1)S(=O)(=O)c1ccc(OCC)cc1	i	4.9%	-1.5%	-3.6%	/	/	/	/	/
12	Cc1cc(-c2nnc(SCC(=O)Nc3nc(-c4ccccc4)cs3)o2)no1	i	1.6%	15.0%	-8.2%	25.2%	-0.5%	9.9	1.0%	-0.1%
13	Cc1cc(Br)cn2c(Cc3ccccc3)c(-c3ccc(Cl)cc3)nc12	i	18.2%	?	/	/	14.9%	68.8	7.3%	/
14	Fc1ccc(COc2cccc(-c3n[nH]c(=S)o3)c2)cc1	i	/	0.9%	-22.0%	?	-0.5%	6.3	-0.5%	1.6%
15	COc1ccc([N+](=O)[O-])cc1NCc1ccccc1	i	12.7%	?	-34.4%	1.0%	-11.1%	-88.9*	-13.1%	2.6%
16	Cc1ccc(C)c(NC(=O)CSc2ccc3nc(-c4ccccc4)cn3n2)c1	i	28.8%	-2.7%	5.5%	/	/	/	/	/
17	O=C(Nc1nnc(-c2ccccc2Cl)o1)c1nc2ccccc2s1	?	-17.9%	?	-34.3%	2.5%	?	33.1	-26.4%	?
18	Cc1ccc(NC(=O)COC(=O)c2ccc([N+](=O)[O-])o2)cc1S(=O)(=O)N1CCCCC1	i	1.5%	30.5%	-4.0%	0.6%	-14.8%	-3.1	-9.4%	-3.5%
19	Cc1cn(CCC(=O)Nc2ccc(N3CCOCC3)cc2)c2ccccc12	i	/	-11.6%	-6.4%	-9.5%	-2.9%	-19.5	-0.4%	3.1%
20	CC(=O)NC12CC3CC(C1)CC(C(=O)Nc1ccc(C)c(S(=O)(=O)N4CCCCCC4)c1)(C3)C2	i	-23.6%	?	-13.7%	2.3%	-2.4%	6.6	-3.0%	4.6%
21	COC(=O)C1=C(N)Oc2cc(C)oc(=O)c2C1c1cccnc1 (stereo unspecified)	i	4.5%	-7.6%	17.1%	-3.8%	-1.0%	7.8	-1.0%	-0.8%
22	C=CCn1c(NC(=O)c2ccc(Br)o2)c(C(=O)OCC)sc1=S	i	-15.4%	-0.4%	1.8%	3.3%	3.4%	11.2	1.5%	9.1%
23	CCOc1ccc(-c2c(C)nn3c(C)c(C(=O)Nc4cccc(Cl)c4C)cnc23)cc1OCC	i	-2.8%	-2.2%	-7.1%	/	/	/	/	/
24	CCCCCN(C(=O)CSc1n[nH]c(-c2ccc(C)cc2)n1)c1c(N)n(CCCC)c(=O)[nH]c1=O	i	18.9%	-13.4%	-10.6%	?	-28.2%	-21.1	-1.3%	17.1%
25	O=C(CCC(=O)N1CCCC1)Nc1ccc([N+](=O)[O-])cc1	i	5.2%	-7.9%	-14.5%	?	?	19.3	?	-31.8%[inhibitor]
26	CCOc1ccc(NC(=O)CSc2cn(CCNC(=O)c3ccccc3F)c3ccccc23)cc1	i	-0.4%	20.6%	-25.7%	/	/	/	/	/
27	CC(C)CC(=O)NC1(C(F)(F)F)NC(=O)N(c2ccccc2)C1=O (stereo unspecified)	i	2.6%	-1.7%	5.9%	20.0%	-3.4%	32.4	21.9%	3.7%
28	O=C(Nc1ccc(CSc2ccccc2)cc1)c1ccc(CN2CCOCC2)cc1	?	?	8.8%	-13.1%	-3.2%	-3.9%	25.8	?	?
29	CN(C)c1nc2ccc(OCCN3CCCCC3)cc2s1	?	50.0%[activator]	15.1%	-10.0%	-3.1%	10.7%	5.0	-1.4%	6.2%
30	C=CCN(c1ccccc1OC)S(=O)(=O)c1cccc(C(=O)OCC(=O)N2CCOCC2)c1	i	/	-1.0%	-4.9%	-1.3%	-5.8%	16.4	7.2%	11.8%
31	Cc1nn(Cc2ccc(Cl)cc2)c(C)c1NC(=O)CSc1n[nH]c(C)c1[N+](=O)[O-]	i	1.9%	-2.7%	10.0%	-1.0%	0.2%	7.5	6.6%	19.0%
32	CCCn1c(=O)c(C(=O)NCc2ccccc2Cl)c(O)c2ccccc21	?	-13.2%	12.4%	-2.4%	-10.1%	12.9%	37.5	29.3%	?
33	CCOC(=O)c1c(-n2cnnn2)sc(C)c1C	i	-5.5%	10.0%	6.0%	1.1%	-4.3%	7.3	0.2%	9.5%
34	COc1ccc(S(=O)(=O)N(C)CC(=O)NCc2cccnc2)cc1OC	i	1.4%	13.6%	1.6%	-4.7%	3.0%	-3.3	2.6%	23.1µM*
35	CCN(CC)C(=O)C1=C(C)N(CCCN2CCCC2=O)C(=O)C(CC(=O)NCCN2CCOCC2)C1 (stereo unspecified)	i	10.0%	-0.5%	2.3%	/	0.0%	0.9	2.3%	/
36	O=C(Cn1cc(C(F)(F)F)cc(Cl)c1=O)Nc1cc(S(=O)(=O)N2CCOCC2)ccc1Cl	i	-13.2%	-2.4%	16.1%	-1.6%	3.4%	2.4	7.8%	3.7%
37	Cc1ccc(OC(C)C(=O)Nc2ccc(C)c(S(=O)(=O)Nc3ccc(C)cc3C)c2)cc1 (stereo unspecified)	i	-36.9%	?	-16.2%	?	-15.4%	8.4	-14.0%	?
38	COc1ccc2cc(C3OCCO3)c(Cl)nc2c1	i	56.5%[activator]	?	0.5%	-1.6%	?	-9.1	13.5%	-0.4%
39	CSc1nc2ccccc2n1CC(=O)Nc1ccccc1	i	-3.9%	-6.3%	-9.1%	16.1%	-1.2%	17.3	-7.5%	9.1%
40	Cc1ccc(-n2nc(-c3ccco3)cc2C(=O)O)cc1	i	2.0%	9.1%	3.9%	-3.2%	3.0%	32.2	-14.0%	0.3%
41	NC(=O)[C@@H]1CC2(CC(c3cccc(NC(=O)COc4ccc(Cl)cc4)c3)=NO2)CN1C(=O)c1ccccc1 (stereo partly specified)	?	-23.7%	3.9%	-15.0%	-1.1%	3.5%	-65.1*	1.6%	7.1%
42	COC(=O)CC1C(=O)NCCN1C(=S)Nc1cccc(C)c1 (stereo unspecified)	i	4.0%	5.4%	12.6%	0.7%	16.6%	1.2	-1.8%	?
43	COCCn1c(=N)c(C(=O)NCCc2ccc(OC)cc2)cc2c(=O)n3cccc(C)c3nc21	i	-21.9%	-13.9%	5.8%	?	-14.3%	-5.0	-0.9%	?
44	O=C1CC(C(=O)N2CCCc3ccccc32)CN1c1ccc(F)cc1 (stereo unspecified)	?	1.3%	8.4%	0.6%	-26.0%	29.4%	23.9	17.0%	-36.7%[inhibitor]
45	O=C(CC(CC(=O)c1ccccc1)c1ccco1)c1ccccc1	i	/	-17.2%	-2.0%	/	-6.5%	13.9	0.9%	/
46	O=C(Nc1ccc(Br)cc1)c1ccc2ncsc2c1	i	38.3%[activator]	-9.6%	-7.5%	-11.3%	-13.5%	-10.1	-11.1%	?
47	CC1(Cc2ccccc2C#N)C(=O)Nc2ccc(-c3ccc4[nH]ccc4c3)cc21 (stereo unspecified)	?	?	6.51µM*	-37.1%	/	7.31µM*	90.5	1.64µM*	/

Full records as entered above.
O=C1CC(C(=O)N2CCCc3ccccc32)CN1c1ccc(F)cc1 (stereo unspecified) is entered as ATXN viability: ?; ATXN2 expr inh: 1.3%; KB-3-1 tox: 8.4%; HepG2 viability: 0.6%; SW480 rerep: -26.0%; HT1080NT lethal: 29.4%; IL-1B inflam inh: 23.9; HT1080 IDH1KD tx: 17.0%; MCF10A rereplic: -36.7%[inhibitor]
O=C(CC(CC(=O)c1ccccc1)c1ccco1)c1ccccc1 is entered as ATXN viability: i; ATXN2 expr inh: /; KB-3-1 tox: -17.2%; HepG2 viability: -2.0%; SW480 rerep: /; HT1080NT lethal: -6.5%; IL-1B inflam inh: 13.9; HT1080 IDH1KD tx: 0.9%; MCF10A rereplic: /

Compound activity: PubChem BioAssay, National Center for Advancing Translational Sciences (NCATS)
